Compound activity (PubChem)
TNAP act hiacc: TNAP (human) activation, high acceptor. purified TNAP, CDP-star luminescence, 1 M DEA, 30 min; active compounds read high; 0 = EDTA background, 1 = DMSO-only activity. AID 1136. 200,000 tested, under 10 active. P05186. activation factor at 20 µM;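 active = activation factor at least 2 at 20 µM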
Target sequence (P05186 whole entry, looked up): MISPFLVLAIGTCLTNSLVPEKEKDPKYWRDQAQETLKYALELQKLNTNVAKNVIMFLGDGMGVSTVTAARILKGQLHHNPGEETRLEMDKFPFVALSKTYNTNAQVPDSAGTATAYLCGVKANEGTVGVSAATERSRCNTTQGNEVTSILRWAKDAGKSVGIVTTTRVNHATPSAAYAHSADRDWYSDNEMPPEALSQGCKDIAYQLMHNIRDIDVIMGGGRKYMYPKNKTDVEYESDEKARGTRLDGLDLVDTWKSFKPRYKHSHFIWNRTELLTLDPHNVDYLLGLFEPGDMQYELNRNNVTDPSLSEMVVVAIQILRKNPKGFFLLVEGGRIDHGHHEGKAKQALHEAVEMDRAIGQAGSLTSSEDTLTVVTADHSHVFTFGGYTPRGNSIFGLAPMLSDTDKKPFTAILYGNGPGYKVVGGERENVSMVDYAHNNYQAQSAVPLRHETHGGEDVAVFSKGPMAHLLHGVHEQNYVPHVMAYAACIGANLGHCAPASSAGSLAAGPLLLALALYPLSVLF
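Dosing: 20 µM single point. System: human TNAP. Amount: TNAP 1/800 final. Incubation: 30 min, room temperature. Read-out: TNAP activation factor scaled between EDTA and DMSO control wells. Signal: luminescence from CDP-star hydrolysis. Medium: 1 M DEA, pH 9.8, Mg2+, Zn2+. Control set: EDTA negative control, DMSO positive control.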
TNAP inh noacc: TNAP (human) inhibition, acceptor-free conditions | 0.26% of 200,000 active | AID 1012 | inhibition, % at 20 µM | P05186 | purified TNAP, CDP-star luminescence, 30 min;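 active = tissue-nonspecific alkaline phosphatase inhibition above about 50% at 20 µM in the single-dose screen, limit read from the data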;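 note: 0% = DMSO negative control and 100% = EDTA positive control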
PMI activator: phosphomannose isomerase (human) activation; P34949; purified human PMI, coupled resazurin fluorescence, 20 min; active compounds read high; 1 = vehicle control, 0 substrate-free wells; activation factor at 20 µM; 0.005% of 190,000 active;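 active = activation factor of 2 or more at 20 µM, relative to plate controls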
FLuc act counter: affects firefly luciferase, flagging false hits in luciferase stimulation screens | ATPlite luciferase biochemical, luminescence, 10 min; 0 = ATP-free wells, 1 = DMSO control | activation factor at 10 µM | 200,000 tested, under 10 active;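 active = luciferase activation factor, scaled between plate controls, of at least 2 with compound at 10 µM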
Target sequence (P08659 whole entry, looked up): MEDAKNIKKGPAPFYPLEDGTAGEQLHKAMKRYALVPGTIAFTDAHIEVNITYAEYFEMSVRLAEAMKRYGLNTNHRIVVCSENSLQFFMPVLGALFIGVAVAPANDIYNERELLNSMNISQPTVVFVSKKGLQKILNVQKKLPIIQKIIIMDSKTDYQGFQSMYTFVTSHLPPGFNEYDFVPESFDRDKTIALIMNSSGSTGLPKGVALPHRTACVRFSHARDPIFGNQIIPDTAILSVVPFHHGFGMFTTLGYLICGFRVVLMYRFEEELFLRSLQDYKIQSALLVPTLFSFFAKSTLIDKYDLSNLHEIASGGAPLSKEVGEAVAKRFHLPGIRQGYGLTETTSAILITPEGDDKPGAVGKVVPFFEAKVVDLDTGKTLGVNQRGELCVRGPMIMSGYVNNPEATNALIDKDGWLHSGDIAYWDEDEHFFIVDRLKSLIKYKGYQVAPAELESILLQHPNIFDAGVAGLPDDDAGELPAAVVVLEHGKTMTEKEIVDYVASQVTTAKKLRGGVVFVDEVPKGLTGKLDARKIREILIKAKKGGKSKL
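assay system = Luciferase/luciferin detection reagent, cell-free biochemical luciferase assay | also added = ATP substrate | times = 10 min post-reagent at room temperature | measured by = luminescence from luciferase reaction | measure = luciferase activation, seen as luminescence increase over controls | benchmarks = low control with PBS replacing ATP, high control enzyme plus ATP without compound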
Diaph act CS: counter-screen for diaphorase-based assays: diaphorase activators and chemical reducers | activation factor at 20 µM | Diaphorase/resazurin coupled assay, resorufin fluorescence, 16 min; active compounds read high; 1 = vehicle wells, 0 = NADH-free wells | 0.005% of 190,000 active | AID 1229;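 active = diaphorase activity raised at least twofold by the compound at 20 µM; inactive = activation factor below 2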
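Measured by – red resorufin fluorescence at 544/590 nm excitation/emission · Test system – Clostridium kluyveri diaphorase, purified enzyme · Incubation – reaction time 16 min, room temperature · Buffer or medium – 50 mM HEPES pH 7.4 with 4.542 mM MgCl2, 0.005% Tween 20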
HMGR II inh: inhibitors of class II HMG-CoA reductase from Enterococcus faecalis | inhibition, % at 10 µM | purified E. faecalis HMGR, NADPH absorbance 340 nm kinetic | 0.41% of 190,000 active;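 active = inhibition above a set limit, the median over all tested compounds plus 3 SD, cut at about 9.5% in these data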;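 note: enzyme runs in reverse so mevalonate oxidation gives rising NADPH absorbance; 0% = complete reaction with DMSO and 100% = background rate lacking mevalonate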
Diaphorase inh: counter-screen for diaphorase-based assays: diaphorase inhibitors and chemical oxidizers. diaphorase resazurin-to-resorufin fluorescence, NADH, 16 min; bacterial (C. kluyveri) enzyme, not human. inhibition, % at 20 µM. AID 1217. 0.69% of 190,000 active;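 active = primary screen inhibition at 20 µM above a set limit, cut at about 50% in these data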;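 note: plate controls were DMSO with full reaction for no effect and wells lacking NADH for full effect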
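Assay system: diaphorase enzyme from Clostridium kluyveri; Input: enzyme working solution with 0.14 U/mL diaphorase; Timing: 16 min at room temperature; Technique: resorufin fluorescence, excitation 544 nm, emission 590 nm; Benchmarks: positive control minus NADH, DMSO neutral control.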
TNAP inh hiacc: TNAP (human) inhibition, high acceptor. P05186. purified TNAP, CDP-star luminescence, 1 M DEA. inhibition, % at 20 µM. 0.03% of 200,000 active. AID 1135;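 active = over 50% inhibition of tissue-nonspecific alkaline phosphatase at 20 µM in the single-dose screen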;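 note: plate controls were DMSO wells for no effect and EDTA-quenched wells as full inhibition for full effect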
PMI act satM6P: increases human PMI activity with near-saturating mannose 6-phosphate; 0.34% of 190,000 active; activation factor at 20 µM; coupled PMI enzyme assay, resazurin fluorescence, 20 min; active compounds read high; 1 = untreated enzyme, 0 = substrate-free blank; AID 1216; P34949;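 active = activation factor of 2 or more at 20 µM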
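Material: human phosphomannose isomerase with PGI, G6PDH, diaphorase coupling enzymes. Quantity: 15 ng/mL PMI. Medium: HEPES pH 7.4 buffer with MgCl2 and Tween-20. Reagent: Near-saturating mannose-6-phosphate, 1.0 mM. Compound: 20 µM single dose. Times: enzyme reaction with compound 20 min at room temperature. Detection: resorufin fluorescence at Ex 544/Em 590 nm.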
G6PDH counter: inhibits Leuconostoc G6PDH, flagging false hits in G6PDH-based assays; 0.12% of 200,000 active; inhibition, % at 5 µM; Purified L. mesenteroides G6PDH, diaphorase/resazurin coupled fluorescence, 45 min; in the data active = inhibition above about 50%
An asterisk follows results filed as active; . = no result given.

SMILES	TNAP act hiacc	TNAP inh noacc	PMI activator	FLuc act counter	Diaph act CS	HMGR II inh	Diaphorase inh	TNAP inh hiacc	PMI act satM6P	G6PDH counter
Cc1ccc(NC(=O)CSc2nnc(-c3ccc(S(=O)(=O)N4CCOCC4)cc3)n2C)cc1	1	-8.8	1	1	1	4.0	2.5	-1.6	1	15.1
COc1ccc(CCN(C)Cc2nc(Cc3ccc(OC)c(OC)c3)no2)cc1OC	1.1	-6.1	1	1	1.1	-1.2	-7.3	-8.0	1.1	13.6
Cc1onc(C(=O)/C=C/N(C)C)c1C(=O)Nc1nccs1	1	-7.1	0.9	1	0.9	2.4	7.4	1.4	0.9	10.2
Cc1cc(Oc2ccc(-c3nnc(-c4ccccc4)o3)cc2[N+](=O)[O-])ccc1Cl	1	-13.9	1	1.1	1	-5.2	3.2	-2.2	1	-16.6
COC(=O)CC1C(=O)NCCN1C(=O)CSc1nc2ccccc2s1 (stereo not drawn)	1	-9.5	1	1	0.9	-1.8	12.2	-4.3	1	1.4
CCn1c(N)c(C(=O)NC)sc1=S	1	-9.7	0.3	1	0.9	-3.6	6.7	1.5	0.8	3.3
CCOC(=O)N1CCN(C(=O)CCC2CCCC2)CC1	1	-12.8	1	1	0.9	-1.7	8.3	-4.6	0.9	-3.1
Cc1ccc(S(=O)(=O)NNc2ccccc2)cc1	1	4.2	1.1	1.1	0.7	-5.5	26.3	-3.9	2.1*	0.7
CC(=O)Nc1cc(C(=O)N(C)Cc2ccco2)ccc1Sc1ccc(C)cc1	1	-1.6	0.9	1	0.9	0.7	6.3	-1.0	1	-6.1
CC1CCCC(NC(=O)c2cccc(N3CCCC3=O)c2)C1C (stereo not drawn)	0.9	-4.6	1	1	1	-3.5	0.0	5.9	1	-2.1
C(=N/N1CCN(c2ccccc2)CC1)/c1ccncc1	1	-8.5	1	1	1	-2.5	-1.5	-4.2	1	10.0
O=C(Oc1cccnc1)c1ccco1	1	-10.4	1	1	0.9	-1.2	13.3	-0.7	1	-7.1
COc1cccc(/C(O)=C/C(=O)C(=O)Nc2ccc(S(=O)(=O)NC(C)=O)cc2)c1	1	-6.2	0.9	1	0.9	0.9	11.1	-0.2	0.9	0.7
O=C(O)CCNS(=O)(=O)c1ccccc1	1.1	-15.7	1	1.1	0.9	-7.0	13.6	-6.8	1	-2.7
COc1ccc(/C=C\C(=O)NCc2ccc3c(c2)cc(C)n3C)cc1OC	0.9	-1.6	1	0.9	1.1	-6.6	-12.0	5.0	1	5.7
O=c1c2ccccc2nnn1CSc1ccccc1F	1	-7.6	1.1	0.8	1	-1.9	1.7	-0.1	1	-3.8
COC(=O)c1c(NC(=O)COC(=O)[C@@H](NS(=O)(=O)c2ccc(C)cc2)C(C)C)sc2c1CCC2	1	-1.8	1	1	0.9	-1.6	7.3	2.7	1	4.8
O=c1c2[nH]c3ccc(F)cc3c2ncn1CCCn1ccnc1	1	2.2	1.1	1.1	1	-1.2	-2.8	-4.7	1	2.4
Cc1ccc(NC(=O)C2CCCN(C(=O)c3ccc(Cl)cc3)C2)c(C)c1 (stereo not drawn)	1	-12.7	0.9	1	0.9	-0.8	6.7	-3.3	0.9	17.5
O=S(=O)(c1ccc(N2CCCC2c2nc3ccccc3s2)nc1)N1CCOCC1 (stereo not drawn)	1.1	-16.3	0.9	1	0.8	-3.0	23.6	-9.9	1	-6.0
CCC(=O)N1CCCc2cc(S(=O)(=O)NCc3cccs3)ccc21	1.1	-11.5	0.9	1	0.9	-0.4	11.7	-5.6	0.9	4.1
C/C(CCc1ccc2c(c1)OCO2)=N\NC(=S)NC(C)C	1	-16.3	1	1	1	0.4	3.1	-1.7	1.1	0.9
O=S(=O)(c1ccc(N2CCN(c3ccc(F)cc3)CC2)cc1)N1CCCC1	1.1	-13.4	0.8	1	0.8	1.0	18.3	-6.1	0.8	-0.7
Cc1ccccc1C(=O)NNC1CC(=O)N(c2ccc3c(c2)OCCO3)C1=O (stereo not drawn)	1	-14.7	1	1	0.9	-2.8	8.1	2.6	1	7.4
O=C(O)CN1CCc2ccccc2C1	1.1	-9.1	1	1.1	1	-2.5	3.5	-5.0	1.1	4.1

Whole records as entered above. Screens in order: TNAP act hiacc | TNAP inh noacc | PMI activator | FLuc act counter | Diaph act CS | HMGR II inh | Diaphorase inh | TNAP inh hiacc | PMI act satM6P | G6PDH counter
Cc1ccc(S(=O)(=O)NNc2ccccc2)cc1 is entered as 1 | 4.2 | 1.1 | 1.1 | 0.7 | -5.5 | 26.3 | -3.9 | 2.1* | 0.7
O=C(O)CN1CCc2ccccc2C1 is entered as 1.1 | -9.1 | 1 | 1.1 | 1 | -2.5 | 3.5 | -5.0 | 1.1 | 4.1

(continued)
SMILES	TNAP act hiacc	TNAP inh noacc	PMI activator	FLuc act counter	Diaph act CS	HMGR II inh	Diaphorase inh	TNAP inh hiacc	PMI act satM6P	G6PDH counter
COc1ccc(N2C(=O)CC(C3CCCO3)C2=O)cc1 (stereo not drawn)	1	-1.2	1	1	1.1	-2.9	-5.5	1.8	1	-0.5
COCCSc1ccccc1C(=O)N1CCCC(C)C1 (stereo not drawn)	1	-3.4	0.9	1	0.9	1.7	6.3	-2.0	0.9	17.3
CCC1(C)Cc2c(sc3c2c2ncnn2c2nnc(SCC(=O)NCc4ccco4)n32)CO1 (stereo not drawn)	1.1	-12.4	1	1	0.7	-7.9	31.2	-8.3	1	9.8
Clc1ccc(Nc2ncnc3ccc(Br)cc23)cc1	1	-7.0	0.8	1	0.8	2.8	16.1	-2.7	1	1.7
O=C(NCc1ccco1)C1(c2ccc(Br)cc2)CCCC1	1	-20.3	0.9	1	0.8	-1.6	18.0	-2.6	0.9	8.2
COc1ccc(N(C)C(=S)Nc2ccc3nc(C)c(C)nc3c2)cc1	1	-7.5	0.5	1	0.7	-10.4	31.2	-0.5	0.4	-25.4
COc1cc(C(O)P(=O)(OC(C)C)c2ccc(N(C)C)cc2)cc(OC)c1OC (stereo not drawn)	1	7.6	1.3	1	0.9	0.3	11.0	-1.6	1	5.4
CCc1ccc(Nc2cc(C(=O)NCCCN3CCOCC3)c3ccccc3n2)cc1	1	-8.3	0.9	1	1	-0.3	0.5	-0.3	0.8	-6.3
COc1cc(C2c3c(oc4ccc(C)cc4c3=O)C(=O)N2c2cc(C)ccn2)cc(OC)c1OC (stereo not drawn)	1	-9.5	1	1.1	0.9	.	13.1	-2.2	1	1.9
CCc1nc(SCC(=O)O)c(C#N)c2c1CCCC2	1	-4.3	0.9	1	0.8	-3.3	18.5	-1.8	0.9	11.0
COCCn1c(C)cc(C(=O)CSc2n[nH]c(N)n2)c1C	1	-8.0	1	0.9	0.9	-3.2	11.9	-3.0	1.2	15.1
CC(C)(Oc1ccc(Cl)cc1)C(=O)OCC(=O)Nc1ncc(Cl)cc1Cl	1	-3.2	0.9	1	0.9	-2.5	12.3	2.7	0.9	2.8
N#CCC(=O)NC(=O)NCC1CC1	1	-10.5	1.1	1	1	-4.9	1.2	-3.4	1	10.1
Cc1ccc(C)c(NC(=O)CSc2nnc([C@@H]3CCCN3C(=O)OC(C)(C)C)o2)c1	1	-16.7	1	1	0.9	-2.6	6.6	-2.2	1	5.4
O=C1CN(C(=O)/C=C/c2ccccc2F)c2ccccc2N1	1	-8.8	1	1	0.8	0.3	15.4	-1.5	0.9	-0.8
CCOC(=O)/C(C#N)=C\c1cccnc1	1	-8.5	1	1.1	1	-1.8	2.8	-1.9	1	11.4
O=C(Nc1cccc(F)c1)C1CCN(C(=O)c2ccc(Br)cc2)CC1	1	-8.6	0.9	1	0.8	-1.1	18.9	-3.2	0.9	4.7
CCOc1ccc(C2=Cc3cc(OC)c(OC)cc3C(=C(Cl)Cl)O2)cc1	1.1	-5.6	1.2	1.1	0.9	-4.9	13.2	-10.9	1.4	31.2
CN(Cc1cnn(C)c1)Cc1nc(Cc2ccccc2Cl)no1	1	-11.0	1	1	0.9	1.6	13.5	-4.1	1	7.5
COc1ccc(S(=O)(=O)N(C)CC(=O)N2CCOCC2)cc1Cl	1.1	-3.1	1.1	1.1	1.2	-1.1	-19.8	-10.3	1.2	6.7
O=C(Cn1c(=O)oc2ccccc21)NCCc1ccccc1Cl	1	-10.2	1.1	1.1	1	-7.3	-3.1	-3.6	1	2.3
CCOC(=O)C1CCN(S(=O)(=O)c2ccc(-n3cnnn3)c(C)c2)CC1	1.1	-1.2	1	1	1	3.6	-2.1	-7.0	1	7.0
CCC(Sc1nnnn1-c1ccccc1)C(=O)NC(C)c1ccccc1 (stereo not drawn)	1.1	-12.7	0.9	1.1	0.9	0.1	10.4	-6.8	1	-5.5

PMI act satM6P: entries above that show a hit.
mol | TNAP act hiacc | TNAP inh noacc | PMI activator | HMGR II inh | TNAP inh hiacc | PMI act satM6P
Cc1ccc(S(=O)(=O)NNc2ccccc2)cc1 | 1 | 4.2 | 1.1 | -5.5 | -3.9 | 2.1*

7 of these compounds in a different format.
SMILES | TNAP act hiacc | TNAP inh noacc | PMI activator | FLuc act counter | Diaph act CS | HMGR II inh | Diaphorase inh | TNAP inh hiacc | PMI act satM6P | G6PDH counter
COc1ccc(N2C(=O)CC(C3CCCO3)C2=O)cc1 (stereo not drawn) | 1 | -1.2 | 1 | 1 | 1.1 | -2.9 | -5.5 | 1.8 | 1 | -0.5
COCCSc1ccccc1C(=O)N1CCCC(C)C1 (stereo not drawn) | 1 | -3.4 | 0.9 | 1 | 0.9 | 1.7 | 6.3 | -2.0 | 0.9 | 17.3
CCC1(C)Cc2c(sc3c2c2ncnn2c2nnc(SCC(=O)NCc4ccco4)n32)CO1 (stereo not drawn) | 1.1 | -12.4 | 1 | 1 | 0.7 | -7.9 | 31.2 | -8.3 | 1 | 9.8
Clc1ccc(Nc2ncnc3ccc(Br)cc23)cc1 | 1 | -7.0 | 0.8 | 1 | 0.8 | 2.8 | 16.1 | -2.7 | 1 | 1.7
O=C(NCc1ccco1)C1(c2ccc(Br)cc2)CCCC1 | 1 | -20.3 | 0.9 | 1 | 0.8 | -1.6 | 18.0 | -2.6 | 0.9 | 8.2
COc1ccc(N(C)C(=S)Nc2ccc3nc(C)c(C)nc3c2)cc1 | 1 | -7.5 | 0.5 | 1 | 0.7 | -10.4 | 31.2 | -0.5 | 0.4 | -25.4
COc1cc(C(O)P(=O)(OC(C)C)c2ccc(N(C)C)cc2)cc(OC)c1OC (stereo not drawn) | 1 | 7.6 | 1.3 | 1 | 0.9 | 0.3 | 11.0 | -1.6 | 1 | 5.4
